# Screening results: PubChem BioAssay, National Center for Advancing Translational Sciences (NCATS)
# KB-3-1 cytotox – kills parental KB-3-1 adenocarcinoma cells | AID 1347075 | KB-3-1 viability, CellTiter-Glo ATP luminescence, 72 h | Potency, µM (titrated, usually from 46.1 µM), inactives show top-dose activity change, negative = cytotoxic, usual class: cytotoxic | 400,000 tested, 1.4% active; also: potency is read from the fitted curve at half-maximal effect; % is scaled to controls: 0 for no effect and ±100 for the full control effect; nearly all actives have a fitted effect of over 60% in size
#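 KB-3-1 parental drug-naive adenocarcinoma cells in DMEM/10% FBS, incubated 72 h at 37 C with pin-transferred compounds across a concentration series. Viability by CellTiter-Glo luminescence; concentration-response curves fitted after normalization.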
# IL1B secr inh – blocks inflammasome-driven IL-1 beta release. THP-1 LPS/ATP IL-1B secretion, AlphaLISA, 16 h; stronger effect = lower value. activity change, % at 57.5 µM. 360,000 tested, 4.7% active. AID 743279; in the data active = activity change below about -50%; inconclusive = mostly about -30% to -49%; also: % is scaled to controls: 0 for no effect and ±100 for the full control effect
#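 Secreted IL-1B measured by AlphaLISA bead assay after 16 h compound exposure of THP-1 cells; compounds (final up to 57.5 uM) added 1 h before LPS (250 ng/mL) and ATP (1.25 mM) stimulation; lower signal means less secretion.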
# HepG2 viability – HepG2 cytotoxicity, counter-screen for TGF-b inhibitors; HepG2 CAGA-GFP viability, ATP luminescence, 18 h; Potency, µM (highest dose often 46.1 µM), inactives show top-dose activity change, negative = cytotoxicity, actives largely listed as cytotoxic; 410,000 tested, 0.76% active; AID 588856; also: potency is read from the fitted curve at half-maximal effect; some results filed as inactive show a strong effect at the top dose
#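 CellTiter-Glo luminescence gave cytotoxicity after 18 hours at 37 degrees C. The cells were HepG2 CAGA-GFP in 1% FBS DMEM, stimulated with 500 pg/mL TGF-beta after compound addition. %Activity was normalised to no-cell wells (complete cell-killing) and DMSO (no toxicity), and curves were fitted and classified.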
# SW480 rerep – induces DNA re-replication in SW480 colon adenocarcinoma cells | SW480 DNA re-replication, Hoechst DNA content imaging, 48 h | Potency, µM (titrated, usually from 46.1 µM), inactives show top-dose re-replication activation, usual class: activators | 340,000 tested, 1.8% active | AID 624297; also: potency is read from the fitted curve at half-maximal effect; % of control where 0% means no effect; nearly all actives have a fitted effect of over 55% in size
#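 Per well, 250 cells were exposed to pinned compound for 48 hr. Nuclear DNA was visualised with Hoechst (40 min, 37 C) and total object intensity recorded by fluorescence scanning.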
# ATXN2 expr inh – ATXN2 expression inhibition | HEK-293 ATXN2-luciferase reporter, luminescence, 24 h | Potency, µM (highest dose often 57 µM), inactives show at the highest dose activity change, negative = inhibition, hits mostly inhibitors | 360,000 tested, 0.72% active | AID 1745845; also: potency is read from the fitted curve at half-maximal effect; % is scaled to controls: 0 for no effect and ±100 for the full control effect; nearly all actives have a fitted effect of over 55% in size
#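 ATXN2-luciferase reporter cells (luciferase flanked by upstream and downstream ATXN2 gene portions) were treated 24 h at 37 °C with compounds at up to 57 uM. SteadyGlo luminescence gave expression; GF-AFC fluorescence gave viability.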
# HT1080-NT tox – kills 2HG-producing HT-1080-NT fibrosarcoma cells; HT-1080-NT fibrosarcoma viability, CellTiter-Glo ATP luminescence, 48 h; Potency, µM (series often up to 46.1 µM), for the others: at the top dose activity, negative = less viability, hits mostly cytotoxic; 360,000 tested, 1.6% active;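 also: NT is the 2HG producing partner of a matched IDH1 knockdown line; potency is read from the fitted curve at half-maximal effect; 0% = DMSO-treated cells and -100% = media-only wells without cells; nearly all actives have a fitted effect of over 55% in size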
#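 A 48-hour cytotoxicity screen used HT-1080-NT cells plated 2 hours before compound delivery. ATP-based CellTiter-Glo luminescence measured viability, normalized to DMSO and no-cell controls.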
# ATXN viability – reduces viability in counter-screen for ATXN expression inhibitors; S2 cells (HEK-293 line with an ATXN2-luciferase reporter) viability, CellTiter-Fluor protease fluorescence, 24 h; Potency, µM (titrated, usually from 56.7 µM), most hits filed as cytotoxic; 400,000 tested, 0.49% active; AID 651635; also: potency is read from the fitted curve at half-maximal effect; nearly all actives have a fitted effect of over 40% in size
# HT1080 IDH1KD tx – toxicity to HT-1080 IDH1 knockdown cells (counter line) | HT-1080 IDH1 knockdown viability, ATP luminescence, 48 h | Potency, µM (highest dose often 46.1 µM), for inactives: at the top dose activity, negative = toxicity, hits mostly cytotoxic | 360,000 tested, 2% active;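 also: potency is read from the fitted curve at half-maximal effect; 0% = DMSO wells and -100% = cell-free medium wells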
#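 CellTiter-Glo luminescence after 48 h compound exposure at 37 degrees C of IDH1-knockdown HT-1080 cells in 5% FBS RPMI. %Activity scaled between DMSO wells and cell-free media wells, with curves fitted and assigned curve classes.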
# MCF10A rerep – DNA re-replication induction in MCF 10a cells | MCF 10A DNA re-replication, Hoechst nuclear intensity, 48 h | Potency, µM (doses to about 46.1 µM), for inactives: at the top dose activity, positive = re-replication, usual class: activators | 350,000 tested, 2.9% active | AID 624296; also: potency is read from the fitted curve at half-maximal effect; % of control where 0% means no effect; nearly all actives have a fitted effect of over 50% in size
# An asterisk follows results filed as active; i = inactive; ? = inconclusive; · = no result given; & = joins results of further samples; [ ] = dose if it differs, or a comment. Unless noted, calls follow the shape of the dose curve; as a rule, active = well fitted curve in the direction sought with a large enough effect; inconclusive = small, poorly fitted or top-dose-only effect, or another doubt; inactive = no such curve, though single readings can be large; an effect the other way counts as inactive or inconclusive.
# Short keys: A = KB-3-1 cytotox; B = IL1B secr inh; C = HepG2 viability; D = SW480 rerep; E = ATXN2 expr inh; F = HT1080-NT tox; G = ATXN viability; H = HT1080 IDH1KD tx; I = MCF10A rerep
> COc1ccc(C(C(=O)NC2CCCCC2)N(Cc2ccco2)C(=O)c2snc(C(N)=O)c2N)cc1 (configuration not stated)
  A: ? | B: -68* | C: -25% | D: 12% | E: -36% | F: -3% | G: i | H: -1% | I: ?
> CCC(NC(=O)CSc1nnnn1C1CC1)c1ccc(Br)cc1 (configuration not stated)
  A: -20% | B: -27 | C: -2% | D: -16% | E: -16% | F: -1%[9.24 µM] | G: i | H: -1% | I: ?
> O=C(c1ccccc1)c1ccc(C(=O)N2CCOCC2)cc1
  A: -4% | B: -4 | C: 5% | D: 1%[9.22 µM] | E: 0% | F: 14% | G: i | H: 14% | I: 0%
> CC(=O)Nc1ccc(S(=O)(=O)N2CCN(C(=O)Cc3ccccc3)CC2)cc1
  A: -3% | B: -19 | C: -21% | D: 0% | E: -8% | F: -11% | G: i | H: 0% | I: 8%
> Nc1[nH]c(=O)[nH]c(=O)c1N=Nc1cccc(Cl)c1
  A: ? | B: -4 | C: -5% | D: 1% | E: 2% | F: 1% | G: i | H: 2% | I: -3%
> CCC1CCc2sc(C(=O)N3CCN(c4ccccn4)CC3)cc2C1 (configuration not stated)
  A: -2% | B: 0 | C: -21% | D: -2% | E: 12% | F: -9% | G: i | H: -6% | I: ?
> CC(=O)CC(C)(C)NC(C)=S
  A: 15% | B: -6 | C: 17% | D: -12% | E: 1% | F: 17% | G: i | H: -2% | I: -5%
> CS(=O)(=O)c1cccc(C(=O)Nc2ccc3c(c2)OCCCO3)c1
  A: 5% | B: -12 | C: -23% | D: -5% | E: 33%[activator] | F: -2% | G: i | H: 13% | I: 0%
> COc1cccc(NC(=O)CN(C)CC(=O)Nc2ccc(C)c(S(=O)(=O)N3CCOCC3)c2)c1
  A: 10% | B: -13 | C: -3% | D: 1% | E: 1% | F: 0% | G: i | H: 1% | I: -2%
> NNC(=O)C12CC3CC(C1)CC(n1ncnn1)(C3)C2
  A: 3% | B: 9 | C: 13% | D: 0% | E: 28% | F: 10% | G: i | H: 10% | I: -2%
> O=C(Oc1ccc(-c2nnco2)cc1)c1ccc(Br)o1
  A: -9% | B: 0 | C: -27% | D: -32%[inhibitor] | E: -2% | F: -5% | G: i | H: -4% | I: 7%
> O=C1SC(c2ccccc2)=C/C1=C\N1CCCCC1
  A: 24% | B: -24 | C: -23% | D: -5% | E: -21% | F: 2% | G: ? | H: -5% | I: 2%
> Cc1ccc(C(=O)CCC(=O)OCC(=O)Nc2ccc3[nH]c(=O)[nH]c3c2)cc1
  A: -8% | B: 13 | C: -10% | D: -3% | E: -2% | F: -2% | G: i | H: 0% | I: 1%
> COc1ccc(C2NC(=O)NC(C)=C2C(=O)OC2CCCCC2)cc1 (configuration not stated)
  A: -6% | B: -25 | C: 2% | D: · | E: · | F: -2% | G: i | H: 3% | I: ·
> CCOc1ccc(-n2ccnc(SCC(=O)Nc3ccc(CC)cc3)c2=O)cc1
  A: -7% | B: -23 | C: -1% | D: -13% | E: -11% | F: -7% | G: i | H: 5% | I: ?
> CNC(=S)N1CCC(Cc2ccccc2)CC1
  A: 5% | B: -5 | C: -6% | D: 3% | E: 1% | F: 14% | G: i | H: 5% | I: 0%
> COc1cccc(CCNC(=O)C2CCC(=O)N(Cc3cccc(OC)c3)C2)c1 (configuration not stated)
  A: 15% | B: -1 | C: 5% | D: ? | E: 4% | F: 1% | G: i | H: -1% | I: -1%
> COc1ccc(/C=C/C(=O)c2c(C)cc(C)[nH]c2=O)c2ccccc12
  A: ? | B: -99* | C: 13µM* | D: ? | E: ? | F: ? | G: ? | H: 12µM* | I: 18µM*
> Cc1cccc(C)c1-n1nnnc1C1(C)CCC(=O)N1CCOc1ccccc1 (configuration not stated)
  A: 4% | B: 33 | C: · | D: · | E: 20% | F: 3% | G: i | H: 3% | I: ·
> Cc1ccc(C)c(NS(=O)(=O)c2cc(C(=O)NCC3CCCO3)ccc2C)c1 (configuration not stated)
  A: · | B: 9 | C: -4% | D: 10% | E: -7% | F: -2% | G: i | H: -23% | I: -2%
> CCOC(=O)Cn1nnc(-c2cc(OC)c(OC)c(OC)c2)n1
  A: -6% | B: ? | C: -7% | D: -11% | E: -5% | F: 23% | G: i | H: 22% | I: -1%
> COc1ccc(C(=O)Cn2c3ccccc3n3nc(CCC(=O)O)c(=O)nc23)cc1OC
  A: -3% | B: 40 | C: 0% | D: 0% | E: 5% | F: 6% | G: ? | H: 7% | I: 0%
> Cc1ccc(SCC2=NN(c3nc(C)cc(C)n3)C(=O)C2)cc1
  A: -14% | B: 5 | C: -6% | D: 3% | E: -1% | F: -3% | G: i | H: -2% | I: ?
> CN(CCc1ccccc1)C(=O)c1ccc(NC(=O)Cc2ccc(NC(=O)C3CCN(C(=O)CCc4ccccc4)CC3)cc2)cc1
  A: -4% | B: 23 | C: 15% | D: 9% | E: -9% | F: ? | G: i | H: ? | I: 23%
> CC1CCCN(C(=O)COC(=O)C2=COCCO2)C1 (configuration not stated)
  A: 3% | B: 21 | C: 8% | D: -4% | E: 12% | F: 8% | G: ? | H: 15% | I: -2%
> CCOc1ccc(C(=O)Nc2ccccc2C#N)cc1[N+](=O)[O-]
  A: -6% | B: -12 | C: -6% | D: 2% | E: -17% | F: 0% | G: i | H: -6% | I: 5%
> CCOc1ccccc1N1C(=O)c2ccc(C(=O)Nc3cccnc3)cc2C1=O
  A: 15% | B: 24 | C: 4% | D: -3% | E: -3% | F: -2% | G: i | H: 5% | I: 19%
> CC1(C)N=C(c2ccc(Cl)cc2Cl)C(=O)N1
  A: 2% | B: 0 | C: 10% | D: -1% | E: 7% | F: 2% | G: i | H: -1% | I: 3%
> O=C(COC(=O)c1ccc2c(c1)OCO2)Nc1cccc(F)c1
  A: 23% | B: -4 | C: -2% | D: -26% | E: -5% | F: 7% | G: i | H: 3% | I: -4%
> CCCCCC(=O)Nc1nc(C)c(-c2csc(Nc3ccc(Cl)cc3)n2)s1
  A: 0% | B: -6 | C: -26% | D: 0% | E: -8% | F: -23% | G: ? | H: ? | I: 8%
> CCOc1ncccc1C(=O)OCc1cn2cc(Cl)ccc2n1
  A: -30% | B: 41 | C: -17% | D: 3% | E: 9% | F: -14% | G: i | H: -10% | I: 0%
> CCc1ccc(Nc2oc(C)cc(=O)c2C(C)=O)cc1
  A: -2% | B: -17 | C: 7% | D: -8% | E: 23% | F: 14% | G: i | H: 14% | I: 0%
> COCCCNC(=O)Cn1cnc2sc(C)c(S(=O)(=O)N3CCN(c4ccccc4OC)CC3)c2c1=O
  A: 5%&10% | B: -9 | C: 0%&5% | D: -8% | E: 17%&1% | F: 25% | G: ? | H: 13% | I: 5%
> CCOc1ccc2nc(SC(C)C(N)=O)[nH]c2c1 (configuration not stated)
  A: 1% | B: 0 | C: 0% | D: -14% | E: 12% | F: 18% | G: i | H: 18% | I: -2%
> O=C(COc1ccccc1)NC1=NCCS1
  A: 1% | B: 7 | C: 0% | D: 0% | E: 12% | F: 2% | G: i | H: 7% | I: -2%
> Cn1c(SCC(=O)NNC(=O)c2ccc(Br)cc2)nnc1-c1cccnc1
  A: 1% | B: 8 | C: 7% | D: -85%[inhibitor] | E: · | F: -3% | G: i | H: 5% | I: 4%
> Cc1ccc(NC(=S)c2ccncc2)c(C)c1
  A: -12% | B: -26 | C: -15% | D: ? | E: · | F: 4% | G: i | H: 0% | I: ?
> COc1cc2c(cc1[N+](=O)[O-])-c1ccc([N+](=O)[O-])cc1C2=NNC(N)=S
  A: -4% | B: -15 | C: 28% | D: · | E: · | F: 2% | G: ? | H: 0% | I: ·
> CCCCn1cnc2c(SCc3cccc(F)c3)nc(N)nc21
  A: ? | B: -25 | C: 7% | D: 4% | E: -5% | F: -15% | G: ? | H: -15% | I: -33%[inhibitor]
> COc1ccccc1N(CC(N)=O)S(=O)(=O)c1ccc(C)cc1
  A: -5% | B: -24 | C: 4% | D: 25% | E: 0% | F: -2% | G: i | H: -4% | I: 1%
> Cc1cc(C)c2c(C)nn(-c3ccccc3)c2n1
  A: -8% | B: 41 | C: -17% | D: -2% | E: 4% | F: -1% | G: i | H: 8% | I: 4%
> COc1ccc(/C=C/CN2CCCC(CCC(=O)NCc3ccc(F)c(F)c3)C2)cc1 (configuration not stated)
  A: -11% | B: -84* | C: -38% | D: 24% | E: -32% | F: ? | G: · | H: ? | I: ?
> C=CCn1c(SCC(=O)Nc2ccc(C(=O)OC(C)C)cc2)nnc1-c1cccs1
  A: 2% | B: 10 | C: -19% | D: 11% | E: ? | F: -5% | G: i | H: -13% | I: 0%
> Cc1noc(C)c1S(=O)(=O)NC(=O)C1(C)CCN1C(=O)Cc1ccc(Cl)cc1Cl (configuration not stated)
  A: -8% | B: 16 | C: 3% | D: · | E: 7% | F: 11% | G: i | H: 17% | I: ·
> COc1ccccc1N1CCN(C2CC(=O)N(c3ccc(F)cc3)C2=O)CC1 (configuration not stated)
  A: 3% | B: 0 | C: 17% | D: -23% | E: -17% | F: 13% | G: i | H: 7% | I: -5%
> CCN(CC)c1ccc(C2Nc3cccc4cccc(c34)N2)c(O)c1
  A: 1% | B: -6 | C: -18% | D: 21% | E: 9% | F: 2% | G: i | H: -2% | I: ?
> CC(=O)Nc1nc(-c2ccccc2)nc(-c2ccccc2OC(C)=O)n1
  A: 7% | B: -50* | C: -33% | D: -3% | E: 4% | F: ? | G: i | H: ? | I: 14%

# Three entries already listed, sorted by the value under SW480 rerep, falling:
molecule	IL1B secr inh	SW480 rerep
CCN(CC)c1ccc(C2Nc3cccc4cccc(c34)N2)c(O)c1	-6	21%
CC1(C)N=C(c2ccc(Cl)cc2Cl)C(=O)N1	0	-1%
O=C1SC(c2ccccc2)=C/C1=C\N1CCCCC1	-24	-5%
